M1 agonist – M1 muscarinic receptor agonists, primary screen, CHO-M1 cells, Fluo-4 calcium, agonist mode. Fluo-4 calcium fluorescence; active compounds read high. B-score at 10 µM. hit rate 3% among 64,000. AID 626, 2007;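 active means fluorescence rise, raw or as B-score row- and column-corrected plate score, outside the 99.7% band of its plate's samples, either direction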
S1P3 agonist – human S1P3 receptor agonists, primary screen, cell-based, primary and confirmation, NFAT-BLA reporter; S1P3 NFAT-BLA reporter cells, agonism, FRET ratio; relative to 1 µM S1P, basal subtracted; activation, % at 4.5 µM; AID 373, 2006; hit rate 0.1% among 60,000;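 active means activation above the screen-wide mean plus 3 SD, cut at about 4.5% in these data, passing the limit was not always enough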; further: some compounds called inactive have numbers as strong as hits
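Benchmarks: high control 1 µM S1P / System: stable CHO line with human S1P3, Gα16, NFAT-BLA reporter / Dosing: single compound concentration, 4.5 µM final / Timing: 4 h compound at 37 °C, 2 h substrate at RT / Measured by: FRET β-lactamase substrate fluorescence, excitation 405 nm, 460/535 nm emission ratio, background-subtracted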
5HT1E antag – 5-HT1E receptor antagonists, primary screen, cell-based, HTS. 5-hydroxytryptamine receptor 1E (Homo sapiens), P28566. CHO 5-HT1E Ga15 NFAT-bla reporter, FRET, antagonist. inhibition, % at 6 µM. hit rate 0.99% among 65,000. AID 571, 2007;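 active means inhibition above a set limit, the mean inhibition across every tested compound plus 3 SD, cut at about 29% in these data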;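 further: signal is the 460 over 535 nm emission ratio of beta-lactamase substrate; 0% = agonist plus DMSO wells and 100% = wells without agonist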
HTR1A agonist – human 5-HT1a receptor agonists, primary screen, cell-based, CHO, Ga15 NFAT-bla reporter | 5-hydroxytryptamine receptor 1A (Homo sapiens), P08908 | CHO 5-HT1a Ga15 NFAT-bla reporter, FRET ratio; 0% basal, 100% maximal reference agonist | activation, % at 10 µM | hit rate 0.56% among 65,000 | AID 567, 2006;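 active means activation above the screen-wide mean activation plus 3 SD, cut at about 19% in these data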;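 further: 0% = DMSO wells and 100% = 5-CT at EC100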
5HT1a antag – human 5-HT1a receptor antagonists, primary screen, cell-based, CHO, Ga15 NFAT-bla reporter; hit rate 0.68% among 62,000; AID 612, 2007; inhibition, % at 10 µM; 5-hydroxytryptamine receptor 1A (Homo sapiens), P08908; CHO 5-HT1a Ga15 NFAT-bla reporter, antagonist mode;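 active means inhibition above the mean of all tested compounds plus 3 SD, cut at about 43% in these data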;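 further: receptor stimulated by 5-CT agonist at 100 nM near EC80; beta-lactamase reporter measured by ratiometric fluorescence of a cleavable substrate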
M1 antagonist – antagonists of rat M1 muscarinic receptor; Muscarinic acetylcholine receptor M1 (Rattus norvegicus), P08482; CHO-M1 cells, Fluo-4 calcium, ACh EC80 antagonist mode; active compounds read low; B-score at 10 µM; hit rate 3.4% among 64,000;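 active means calcium fluorescence response, raw or row-and-column corrected B-score, differing from the plate sample mean either way at a set confidence level, mostly lower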
Target sequence (P08482 whole entry, looked up): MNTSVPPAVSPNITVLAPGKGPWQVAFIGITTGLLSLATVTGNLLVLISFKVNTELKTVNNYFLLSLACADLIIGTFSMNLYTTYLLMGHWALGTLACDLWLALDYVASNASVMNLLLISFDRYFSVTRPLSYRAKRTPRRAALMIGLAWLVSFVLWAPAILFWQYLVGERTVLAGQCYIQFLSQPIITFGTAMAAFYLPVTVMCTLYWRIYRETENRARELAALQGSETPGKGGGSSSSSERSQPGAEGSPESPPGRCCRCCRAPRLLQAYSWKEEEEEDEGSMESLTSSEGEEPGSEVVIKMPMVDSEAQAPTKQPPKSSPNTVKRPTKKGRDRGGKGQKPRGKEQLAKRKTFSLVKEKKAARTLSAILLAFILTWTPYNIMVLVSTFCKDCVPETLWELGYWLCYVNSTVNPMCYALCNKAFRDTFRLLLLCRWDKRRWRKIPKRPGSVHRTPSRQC
Jurkat tox 60K – cytotoxicity toward Jurkat T cells, primary screen, cytotoxicity control, cell-based, Jurkat E6.1, 60K MLSMR library | Jurkat E6.1 viability, ATP luminescence, 48 h | AID 463, 2006 | hit rate 1.2% among 56,000 | inhibition, % at 4 µM;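 active means inhibition above the mean inhibition of all tested compounds plus 3 SD, cut at about 28% in these data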
S1P1 ag pot – S1P1 agonists and agonism potentiators, primary screen, cell-based, primary and confirmation screens, CRE-bla reporter. Sphingosine 1-phosphate receptor 1 (Homo sapiens), P21453. S1P1 CRE-bla cells, forskolin, beta-lactamase FRET, potentiator mode; S1P1 agonist co-added at EC20, 2 nM; 100% = saturating reference agonist, 0% = basal. activation, % at 9.5 µM. hit rate 0.57% among 56,000. AID 449, 2006;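 active means activation above a cutoff set at the mean activation of all tested compounds plus 3 SD, cut at about 54% in these data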;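 further: forskolin at 4 µM as EC80 and the EC20 agonist is SEW2871; 100% = SEW2871 at its EC100 plus forskolin at EC80; some compounds past the cut are filed as inactive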
Target sequence (P21453 whole entry, looked up): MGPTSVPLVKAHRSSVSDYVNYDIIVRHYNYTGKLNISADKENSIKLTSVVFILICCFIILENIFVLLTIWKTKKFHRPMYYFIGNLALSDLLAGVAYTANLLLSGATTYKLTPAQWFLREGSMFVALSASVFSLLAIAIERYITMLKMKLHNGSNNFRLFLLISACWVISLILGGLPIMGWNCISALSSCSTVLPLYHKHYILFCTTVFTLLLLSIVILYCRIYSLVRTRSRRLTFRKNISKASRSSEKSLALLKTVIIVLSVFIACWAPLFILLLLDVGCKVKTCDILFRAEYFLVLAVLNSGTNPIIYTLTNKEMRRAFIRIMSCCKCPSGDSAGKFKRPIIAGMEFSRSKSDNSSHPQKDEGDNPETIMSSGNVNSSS
5HT1E ag – 5-HT1E receptor agonists, primary screen, cell-based, HTS. CHO 5-HT1E Ga15 NFAT-bla reporter, FRET; 0% DMSO wells, 100% control agonist wells. activation, % at 6 µM. hit rate 0.69% among 65,000. AID 574, 2007;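 active means activation above a set limit, the screen-wide mean activation plus 3 SD, cut at about 8.5% in these data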;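 further: 100% = positive control agonist at 1 µM giving full maximal response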
Active calls of the source: *; / = not tested or not shown.

Each structure is followed by: M1 agonist, S1P3 agonist, 5HT1E antag, HTR1A agonist, 5HT1a antag, M1 antagonist, Jurkat tox 60K, S1P1 ag pot, 5HT1E ag
1: COc1ccc(OC)c(S(=O)(=O)N2Cc3ccccc3CC2C(=O)Nc2nccs2)c1 (configuration not stated)
 : 0, -1.5, 0, -1.6, 2, 0.34, 8, -5, -1.0
2: Cn1c(=O)c2c(-c3ccccc3)n(-c3ccccc3O)cc2n(C)c1=O
 : -1.3, 0.5, -5, 3.0, -3, 0.18, -9, -7, 0.3
3: COc1ccccc1NC(=O)CN(Cc1ccco1)C(=O)c1cccs1
 : -0.4, -1.5, 8, -1.5, 14, 0.015, 4, -2, -0.6
4: [N-]=[N+]=CC(=O)CNC(=O)[C@@H](Cc1ccccc1)N1C(=O)c2ccccc2C1=O
 : -0.36, -1.2, 5, -0.1, -3, 0.11, 8, 2, -0.1
5: O=C(c1cc(Cl)ccc1Cl)N1CCN(c2ccccn2)CC1
 : -2, -0.2, -5, 0.0, 3, 0, -1, /, -1.0
6: CCCCOC(=O)Cn1c(=O)c2c(nc(Br)n2Cc2ccccc2)n(C)c1=O
 : 7.5*, -0.5, 3, 2.5, -15, -0.009, 2, 4, -0.2
7: O=C1CSC2(CCCCC2)N1CCO
 : 0.32, -0.6, -12, 2.0, 0, -0.53, 1, -14, -0.5
8: Cc1ccccc1-n1c(=O)cc(NCC2CCCO2)[nH]c1=O (configuration not stated)
 : 0.15, /, 5, 1.0, 5, -0.59, /, /, 0.4
9: COc1ccc(CCNC(=O)C2CCCN(S(=O)(=O)c3cnc[nH]3)C2)cc1OC (configuration not stated)
 : -0.012, 0.3, -4, -3.1, -4, 0.76, -4, -17, -0.3
10: O=C(Nc1ccccc1)N1CCSCC1
 : -0.23, 0.7, 0, 1.7, -7, -0.068, -5, -17, -0.7

Shown as a hit in M1 agonist (from the list above):
no. | smiles | M1 agonist | S1P3 agonist | 5HT1E antag | HTR1A agonist | 5HT1a antag | M1 antagonist | S1P1 ag pot | 5HT1E ag
6 | CCCCOC(=O)Cn1c(=O)c2c(nc(Br)n2Cc2ccccc2)n(C)c1=O | 7.5* | -0.5 | 3 | 2.5 | -15 | -0.009 | 4 | -0.2

The results go on:
Each structure is followed by: M1 agonist, S1P3 agonist, 5HT1E antag, HTR1A agonist, 5HT1a antag, M1 antagonist, Jurkat tox 60K, S1P1 ag pot, 5HT1E ag
11: Cc1ccc(-c2cc(C(F)(F)F)n3ncc(C(=O)NCc4ccco4)c3n2)cc1
 : -0.96, -0.7, -9, 4.4, 18, 0.53, -1, /, 1.6
12: CCCC(=O)C1=C(O)C(C(=O)OC)C(C)(C)CC1=NC (configuration not stated)
 : -0.26, -0.3, -4, 0.2, 2, 0.55, -4, /, 0.0
13: CCOC(=O)C1=C(O)CSC1=Nc1ccc(Cl)cc1
 : 3.8*, -1.2, -1, 0.6, -10, 1.3, -3, -22, 0.4
14: Cc1nc2ccc(NC(=O)c3c(-c4ccccc4)noc3C)cc2s1
 : 4.1*, 0.8, -14, 0.6, 2, 0.89, -3, 5, -0.9
15: C=CCOc1ccccc1/C=N/O
 : 0.66, -1.4, 5, -0.9, 0, -0.66, -10, 9, 0.2
16: O=C(COC(=O)c1ccco1)Nc1nc2ccccc2s1
 : -0.89, 4.3, 1, -4.2, -1, -0.09, -8, -27, 0.6
17: O=C(Nc1cccnc1)c1ccccc1Oc1ccccc1
 : -0.38, -1.4, 14, -4.0, 5, -0.43, 8, 8, -0.7
18: CC(C)CCSc1nc(N)c(C#N)cc1C#N
 : -0.4, -0.2, 15, 1.4, 11, -1.7, -5, /, -0.9
19: CCOC(=O)N1CCN(C(=O)c2cc(-c3ccc(OCC)cc3)nc3ccccc23)CC1
 : 8.7*, -1.7, 26, -1.7, 22, -0.39, 87*, -2, -0.8
20: Cc1ccc(C)c(NS(=O)(=O)c2ccc(NC(=O)c3ccco3)cc2)c1
 : 0.082, /, 10, 0.3, 8, -0.55, /, /, -0.1

Each structure is followed by: M1 agonist, S1P3 agonist, 5HT1E antag, HTR1A agonist, 5HT1a antag, M1 antagonist, Jurkat tox 60K, S1P1 ag pot, 5HT1E ag
21: O=C(NCCOc1nc(N2CCCCC2)nc(N2CCOCC2)n1)Nc1ccccc1
 : 0.4, -0.8, 2, 1.4, 1, -0.92, -1, /, 1.7
22: N#CC1(c2c(O)nc3n(c2=O)CCCS3)CCCCC1
 : 0.52, -1.5, 8, -4.6, 17, 0.44, 12, 13, -0.2
23: CCOC(=O)c1c(C)c(C(=O)Nc2ccc3c(c2)OCCO3)c(C)n1CC
 : 0.59, -1.3, -1, -4.0, 25, 0.11, 48*, 17, -0.6
24: CC1CCN(S(=O)(=O)c2ccc(NC(=O)c3cccs3)cc2)CC1
 : 1.6, -0.4, 24, -0.1, -10, -1.4, 9, /, 0.9
25: NC(=O)c1ccccc1NC(=O)CN1CCOCC1
 : 0.29, -0.2, 0, -0.8, -7, -0.27, -1, -1, 0.1
26: N=c1sccn1CC(=O)Nc1ccccc1Cc1ccccc1
 : -0.22, -0.4, -4, -3.7, 7, -0.66, -2, 7, -0.7
27: CCn1c(/C=N/n2cnnc2)nc2ccccc21
 : -1.1, -1.4, -4, 1.1, -8, 0.52, 5, -11, 0.5
28: CC(NC(=O)c1cc2ccccc2o1)C(=O)O (configuration not stated)
 : 0.056, -1.1, 11, -3.2, 11, 0.062, 3, -17, -0.6
29: CCN(C(=O)c1ccco1)c1nc(CC(=O)Nc2ccc(Cl)cc2)cs1
 : -2.3, -1.0, 1, -3.0, -2, -0.019, 4, 6, -0.1
30: Cc1nc(N2CCN(Cc3nc4ccccc4[nH]3)CC2)c2oc3ccccc3c2n1
 : 3.6, /, 31*, 3.2, 11, -0.67, /, /, 28*

Each structure is followed by: M1 agonist, S1P3 agonist, 5HT1E antag, HTR1A agonist, 5HT1a antag, M1 antagonist, Jurkat tox 60K, S1P1 ag pot, 5HT1E ag
31: O=C(CSc1nnc(-c2cccnc2)n1Cc1ccco1)NCc1ccc2c(c1)OCO2
 : 0.072, -1.1, 0, -0.8, 7, 0.33, 1, 4, 0.5
32: COc1ccc2nc(SCC(=O)N3CCNC3=O)[nH]c2c1
 : 1.3, -0.5, -8, -2.1, -8, -0.79, 3, -26, -0.2
33: CCCc1cc(C(=O)Nc2sc(C)c(C)c2C(=O)OCC)no1
 : -0.026, -0.3, -2, -3.0, -1, 0.0041, 0, -36, -0.9
34: CCOC(=O)c1ccccc1NC(=O)CN1C(=O)c2ccccc2S1(=O)=O
 : -0.82, 0.6, 1, 0.4, -5, 0.86, -3, -2, -0.5
35: CSc1ccccc1NS(=O)(=O)c1ccc2c(c1)OCCO2
 : -0.33, -0.6, 3, -2.9, 4, 0.099, 7, -14, 0.1
36: Cc1ccc(OCCSc2cc(C)nc(N)n2)cc1
 : 0.041, 0.0, 4, 0.6, -1, -0.88, -1, 44, -0.2
37: N#Cc1nc(COc2ccc(Cl)cc2)oc1N1CCCC1
 : -1.1, -0.1, 6, 0.8, 12, -0.26, 4, -4, -0.3
38: CCN(CC)c1ccc(-c2c(C#N)c(N)nc(OC)c2C#N)cc1
 : -1.3, -0.9, 3, 7.4, -20, 0.21, -4, 15, 2.7
39: O=C(NC1CCCCC1)c1cc2nc3c(c(C(F)(F)F)n2n1)CCCC3
 : -0.022, -1.2, -3, 0.0, -2, 0.3, -4, -40, 0.5
40: COc1ccc(-n2ncc3c(NCCCn4ccnc4)ncnc32)cc1
 : 0.29, -5.0, 3, 2.1, /, 0.24, /, 1, -0.2

Each structure is followed by: M1 agonist, S1P3 agonist, 5HT1E antag, HTR1A agonist, 5HT1a antag, M1 antagonist, Jurkat tox 60K, S1P1 ag pot, 5HT1E ag
41: CCOC(=O)c1cccc(NC(=O)C2CCCO2)c1 (configuration not stated)
 : -0.76, 0.2, 13, -1.8, -2, 0.28, -4, 5, 0.2
42: O=C(CCn1c(=O)sc2ccccc21)NCCCn1ccnc1
 : 0.072, 0.2, 0, -0.8, -14, -1.4, -4, 8, 0.2
43: Cc1cnc(C(=O)Nc2cccc(-c3nnc4n3CCCCC4)c2)cn1
 : 0.0098, 0.3, 10, 1.6, 8, 0.29, -2, 8, -0.3
44: CC(=O)Nc1ccc2c(c1)n(C)c(=O)n2C
 : -0.42, 0.8, -3, -0.3, 0, 0.2, -4, -18, 1.2
45: O=C(O)c1cn(-c2ccccc2)nc1-c1ccncc1
 : 0.028, -0.7, 0, -0.3, 3, 0.044, -4, 2, -0.9
46: O=C(Nc1ccccc1C(=O)N1CCCC1)C1CCN(c2ncccn2)CC1
 : -0.68, -0.8, 20, 1.0, 4, -0.55, -5, -13, -0.2
47: c1ccc2c(c1)nc(NC1CCCCC1)c1nncn12
 : -0.59, 0.4, 9, -1.7, -9, -0.065, 0, -28, 1.6
48: Cc1noc(C)c1COC(=O)Cc1ccc(Cl)c(Cl)c1
 : -1.6, 1.2, 8, -0.2, 10, 0.6, 6, 19, 0.7
49: CC(C)N1CC(O)=C(c2nc3ccccc3[nH]2)C1=N
 : -0.74, -0.4, 0, 0.1, 7, -0.057, -4, -1, 0.0
50: CC(=O)N1CCN(C(=O)Nc2cccc(C(F)(F)F)c2)CC1
 : 1.5, -0.4, -15, -2.2, 3, -0.15, -6, -20, -1.4

Each structure is followed by: M1 agonist, S1P3 agonist, 5HT1E antag, HTR1A agonist, 5HT1a antag, M1 antagonist, Jurkat tox 60K, S1P1 ag pot, 5HT1E ag
51: N#CC1=C(N)Oc2n[nH]c(-c3ccncc3)c2C1c1ccsc1 (configuration not stated)
 : 0.077, -1.0, -1, -2.8, 4, 0.24, 5, 11, 0.7
52: CC1CCCCN1C(=O)Nc1cccc(Cl)c1 (configuration not stated)
 : 16*, -0.2, 7, -0.6, -9, -19*, 1, -16, -0.5
53: Cc1ccc(CNC(=O)c2cn(C3CCCC3)c(=O)c3c2c2ccccc2n3C)o1
 : 1.3, /, 7, 0.6, 14, -1.5, /, /, -0.6
54: CCOCCCn1c(=S)[nH]c2cc(C(=O)NCCOC)ccc2c1=O
 : 0.65, /, 1, 1.0, 2, 0.31, /, /, 16*
55: Cc1ccccc1OCC(O)Cn1c(NCCN(C)C)nc2c1c(=O)n(C)c(=O)n2C (configuration not stated)
 : 0.043, -0.1, -1, 0.4, -11, -1.1, 4, -9, 1.2
56: CCOC(=O)c1cn(CC(=O)Nc2ccc(C(C)C)cc2)nn1
 : -0.71, -0.3, 6, -4.0, -6, 0.011, -7, -26, 0.1
